High-throughput results from PubChem BioAssay.
MrgX1 PAM = human MrgX1 positive allosteric modulation, primary screen | B-score at 10 µM | MrgX1-HEK293, Fluo-4 calcium flux, FDSS; stronger effect = higher value | 0.63% of 310,000 active;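 active = plate-corrected calcium response at least 3 library SD above typical, normal starting fluorescence, not activating the receptor alone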;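 also: compound read alongside a low EC10 to EC30 dose of BAM8-22 agonist; peak minus trough fluorescence over baseline measured at the second addition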
KCNQ1 inh = human KCNQ1 channel inhibition | 1.3% of 310,000 active | AID 2642 | CHO-K1 KCNQ1, FluxOR thallium flux fluorescence; stronger effect = higher value | B-score at 10 µM | P51787;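 active = compounds whose thallium flux B-score, printed positive for inhibition, exceeds three library SD while starting fluorescence stays within three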;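 also: channel opened by potassium depolarization with thallium stimulus after 20 min compound exposure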
KCNK9 block = inhibitors of human KCNK9 two-pore domain potassium channel; Q9NPC2; HEK293 KCNK9, FluxOR thallium flux fluorescence; stronger effect = lower value; B-score at 10 µM; 1.2% of 310,000 active; AID 488922;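 active = ratio B-score over 3 SD below the library mean, with starting fluorescence within 5 SD of its mean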;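 also: negative B-score means less thallium flux so channel inhibition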
KCNQ1 pot = potentiators or activators of human KCNQ1 potassium channel | P51787 | CHO-K1 KCNQ1, thallium flux FluxOR fluorescence; stronger effect = higher value | B-score at 10 µM | 0.35% of 310,000 active | AID 2648;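 active = fluorescence ratio B-score, a plate-corrected score, at least three library SD, with initial intensity B-score within 5 SD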
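System: CHO-K1 cells stably expressing KCNQ1 / Medium: assay buffer for compound exposure, DMSO matched across wells / Reagent: thallium- and potassium-containing depolarizing buffer / Compound: one concentration, matched DMSO / Incubation: 20 min compound pretreatment at room temperature / Measured by: kinetic FluxOR fluorescence, 10 s baseline plus 110 s post-stimulus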
ANO1 activ = activates or potentiates the mouse TMEM16A chloride channel; HEK293 TMEM16A/YFP-H148Q/I152L, iodide quench fluorescence; stronger effect = lower value; Q8BHY3; 0.3% of 340,000 active; B-score at 10 µM;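 active = fluorescence-ratio B-score plate-corrected deviation score at least 3 library SD below zero, with starting fluorescence score within 5 deviations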;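 also: channel opened by trigger with iodide after compound preincubation; score built on the fluorescence ratio of max minus min over baseline; more negative score means more quench and so TMEM16A activation or potentiation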
Target sequence (Q8BHY3 whole entry, looked up): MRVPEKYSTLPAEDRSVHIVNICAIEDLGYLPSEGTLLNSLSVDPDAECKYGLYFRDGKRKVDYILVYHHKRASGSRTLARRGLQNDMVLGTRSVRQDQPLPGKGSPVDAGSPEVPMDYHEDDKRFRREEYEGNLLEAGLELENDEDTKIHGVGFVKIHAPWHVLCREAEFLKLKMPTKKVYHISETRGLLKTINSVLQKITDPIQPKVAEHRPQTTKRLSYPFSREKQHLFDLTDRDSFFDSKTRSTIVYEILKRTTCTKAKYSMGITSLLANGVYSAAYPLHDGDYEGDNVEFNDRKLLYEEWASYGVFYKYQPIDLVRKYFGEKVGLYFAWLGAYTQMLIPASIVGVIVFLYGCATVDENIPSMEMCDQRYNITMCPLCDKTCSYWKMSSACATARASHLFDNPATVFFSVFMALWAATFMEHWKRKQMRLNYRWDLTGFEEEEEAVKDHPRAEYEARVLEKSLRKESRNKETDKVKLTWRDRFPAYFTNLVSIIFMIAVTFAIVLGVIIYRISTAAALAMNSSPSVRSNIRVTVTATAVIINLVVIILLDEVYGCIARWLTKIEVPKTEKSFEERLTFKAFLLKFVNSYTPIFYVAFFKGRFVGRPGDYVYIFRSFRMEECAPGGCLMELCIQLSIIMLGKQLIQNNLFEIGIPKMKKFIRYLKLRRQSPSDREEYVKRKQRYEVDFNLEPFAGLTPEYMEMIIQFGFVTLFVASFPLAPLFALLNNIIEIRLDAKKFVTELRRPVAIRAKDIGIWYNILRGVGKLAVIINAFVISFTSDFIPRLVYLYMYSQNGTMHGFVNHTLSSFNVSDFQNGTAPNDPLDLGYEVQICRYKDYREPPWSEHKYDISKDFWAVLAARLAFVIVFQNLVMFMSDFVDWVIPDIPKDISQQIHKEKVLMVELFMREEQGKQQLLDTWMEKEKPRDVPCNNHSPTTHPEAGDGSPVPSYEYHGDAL
RGS4 block = human RGS4 inhibition; B-score at 10 µM; P49798; HEK293 M3R/RGS4 inducible, Fluo-4 calcium flux; stronger effect = higher value; triggered by carbachol at its EC20; 0.45% of 310,000 active;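 active = B-score, a plate-corrected calcium signal, over three deviations above library mean, with baseline fluorescence within five deviations of library mean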;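 also: RGS4 expression induced by doxycycline in cells with stable M3 receptor; B-score is computed from the integrated fluorescence ratio over baseline after carbachol; higher B-score means a larger calcium signal and so more RGS4 inhibition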
KCNK3 block = human KCNK3 channel inhibition, primary screen; O14649; CHO-KCNK3 thallium flux, FluxOR fluorescence; stronger effect = lower value; B-score at 10 µM; 0.84% of 340,000 active;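 active = B-score under library mean minus 4 SD, starting fluorescence ratio at most library mean plus 5 SD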;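 also: more negative B-score means stronger inhibition of thallium flux through KCNK3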
hERG rescue = shields human hERG channel from block by proarrhythmic agents. Q12809. CHO-hERG, FluxOR thallium flux, dofetilide IC70 present. activation (rescue from dofetilide block), less the hit threshold, % at 10 µM. 0.51% of 310,000 active. AID 1511;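 active = activation above the mean of controls blocked by dofetilide plus 5 SD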;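 also: thallium influx through hERG after potassium depolarization seen as dye fluorescence rise; in these data hits start at about 4.7%; inactives centre near -7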
RGS4 act = potentiators or activators of RGS4; 0.92% of 310,000 active; HEK293 M3R/inducible RGS4, carbachol calcium flux Fluo4; stronger effect = lower value; B-score at 10 µM;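 active = B-score of the integrated calcium signal more than 4 SD below the library mean, with starting fluorescence not abnormally high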;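 also: negative B-score means reduced calcium response which marks RGS4 activation or potentiation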
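System – HEK293 FlpIn-TREx cells, stable M3R, doxycycline-inducible RGS4 · Reagent – ECmax carbachol challenge · Times – compound preincubation 20 min at room temperature before agonist · Technique – Fluo4 fluorescence kinetic imaging of calcium · Measure – B score of integrated Fluo4 ratio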
MrgX1 agonist = agonists of human MrgX1 receptor | B-score at 10 µM | AID 588627 | Q96LB2 | MrgX1-HEK293 cells, Fluo-4 calcium fluorescence, agonist mode; stronger effect = higher value | 0.44% of 310,000 active;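 active = calcium response B-score plate-corrected fluorescence ratio at least 3 library SD, with starting fluorescence B-score inside 5 SD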
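Test system: HEK293 cells stably expressing human MrgX1 receptor; amount: 15,000 cells per well; doses: compound delivered in addition one of three; times: overnight plating before 1 h dye loading; detection: Fluo-4 NW calcium-flux fluorescence, kinetic read; read-out basis: B-scored fluorescence response ratio; controls: positive and negative controls per plate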
ANO1 block = mouse TMEM16A channel inhibition, primary screen; 1.2% of 310,000 active; normalized B-score (activity score, 25-100; higher = stronger inhibition) at 10 µM; HEK293 TMEM16A/YFP iodide influx fluorescence, ionomycin; Q8BHY3;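 active = ratio plate-corrected score three or more library SD toward inhibition, starting fluorescence score within five deviations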;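 also: score derived from kinetic fluorescence span divided by baseline fluorescence per well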
Numbers without * were called inactive; i = inactive; / = not tested or not shown.

Structure | MrgX1 PAM | KCNQ1 inh | KCNK9 block | KCNQ1 pot | ANO1 activ | RGS4 block | KCNK3 block | hERG rescue | RGS4 act | MrgX1 agonist | ANO1 block
COc1cccc(CNC(=O)COc2cccc3c2OC(C)(C)C3)c1 | i | i | i | i | i | i | i | -4.1 | i | i | i
O=c1cc(-c2c(F)c(F)c(F)c(F)c2F)oc2c(F)c(F)c(F)c(F)c12 | i | i | i | i | / | i | / | -35.4 | i | i | 25*
COCCN(C(=O)c1csnn1)C(C(=O)NC(C)(C)C)c1cccc(OC)c1 (centres undefined) | i | i | i | i | i | i | i | -13.6 | i | i | i
COc1ccc(C(=O)c2no[n+]([O-])c2C(=O)c2ccc(OC)cc2)cc1 | i | i | i | i | i | i | i | -38.2 | i | 66.6* | i
Cc1nc(-c2ccc([N+](=O)[O-])cc2)c(-c2ccccc2)o1 | i | i | i | i | i | i | i | -7.9 | i | i | i
O/N=C1\CCC\C1=C/c1ccco1 | i | i | i | i | i | i | i | -4.0 | i | i | i
Cc1ccc(OCCn2ccnc2)c([N+](=O)[O-])c1 | 10.7* | i | i | i | i | i | i | -5.5 | i | i | i
CCn1cc(Br)c(C(=O)NN)n1 | i | i | i | i | i | i | i | -0.2 | i | i | i
COc1ccccc1N1CCN(CCNC(=O)Nc2cccc(C)c2C)CC1 | i | i | i | i | i | i | i | -16.7 | i | i | 25*
COc1ccc(-n2nc(C(=O)NCC(=O)NCC3CCCO3)c3ccccc3c2=O)c(OC)c1 (centres undefined) | i | i | i | i | i | i | i | -9.7 | i | i | i
C=C(C)C1CC=C(C)/C(=N/NC(=O)c2ccoc2C)C1 (centres undefined) | i | i | i | i | i | i | i | -3.1 | i | i | i
O=C1c2ccccc2C(=O)c2c1cccc2N1CCN(Cc2ccccc2)CC1 | i | 6* | i | i | i | i | i | -11.2 | i | i | i
CSc1ccc(NC(=O)NCCN2CCc3ccccc3C2)cc1 | i | i | i | i | i | i | i | -11.7 | i | i | i
COc1ccc(-c2nnc(SCc3ccc(C(=O)O)cc3)o2)cc1OC | i | i | i | i | i | i | i | -5.0 | i | i | i
O=C(c1cc(COc2ccc(F)cc2F)on1)N1CCN(C(=O)c2ccco2)CC1 | i | i | i | i | i | i | i | -12.5 | i | i | i
COc1cc(NC(=O)c2ccccc2F)c(OC)cc1NC(=O)CN1CCOCC1 | i | i | i | i | i | i | i | 4.7* | i | i | i
CC(C)c1ccccc1-n1c(SCc2cc(=O)oc3ccc4ccccc4c23)nnc1-c1cccnc1 | i | i | -11.2* | i | i | i | i | -17.0 | i | i | i
Cc1cc(C)n2nc(SCC(=O)c3cc(C)n(-c4cc(C)on4)c3C)nc2n1 | i | i | i | i | i | i | i | -17.2 | i | i | i
CCOC(=O)C1CCN(S(=O)(=O)c2cc(Br)cc3c2N(C(C)=O)C(C)C3)CC1 (centres undefined) | i | i | i | i | i | i | i | -13.8 | i | i | i
Cn1c(O)c(N=NC(=O)c2ccco2)c2ccccc21 | i | i | i | i | i | i | i | -2.6 | i | i | i
Nc1nc(N2CCCCC2)c(C=O)c(N2CCCCC2)n1 | i | i | i | i | i | i | i | -15.1 | i | i | i
Cc1c([N+](=O)[O-])cc(C(=O)NCc2ccc(F)cc2)cc1[N+](=O)[O-] | i | i | i | i | i | i | i | -7.7 | i | i | i
Cc1ccc(OCc2cc(C(=O)N(C)Cc3cc(C4CC4)n[nH]3)no2)cc1C | i | i | i | i | i | i | i | -13.3 | i | i | i
CCN(CC(=O)NC(C)C)C(=O)Cc1ccc(C)c(C)c1 | i | i | i | i | i | i | i | -3.8 | i | i | i
COc1cc(OC)c(NC(=S)Nc2cc(Cl)cc(Cl)c2)cc1Cl | i | 10* | i | i | i | i | i | -10.7 | i | i | 100*
COCCN=c1scc(-c2cccs2)n1/N=C/c1ccc(O)c(O)c1O | 15.5* | i | i | i | i | i | i | -20.8 | i | i | i
CC(C)(C)CN1CCNC(=O)C1CC(=O)N1CCN(c2ccccc2)CC1 (centres undefined) | i | i | i | i | i | i | i | -6.4 | i | i | i
C=CCn1c(SCC(=O)NC2CCCC2)nnc1-c1ccccn1 | i | i | i | i | i | i | i | -8.9 | i | i | i
O=C(O)c1ccc(NCc2nc3ccccc3n2CCOc2ccccc2Cl)cc1 | i | i | i | i | i | i | i | -6.5 | i | i | i
Cc1[nH]n2c(=O)c3c(nc2c1-c1cccc2ccccc12)CCC3 | i | i | i | i | i | i | i | -17.5 | i | i | i
O=C1c2ccccc2NC2(CCCC2)N1N=C1CCCC1 | i | i | i | i | i | i | i | -5.1 | i | i | i
Cc1ccc(SCCSc2ncccn2)cc1 | i | i | i | i | i | i | i | -0.7 | i | i | i
Cn1c(COc2ccc(Cl)cc2)nnc1SCC(=O)NC1CCCCC1 | i | i | i | i | i | i | i | -5.8 | i | i | i
CC(C)C1Nc2ccc(S(=O)(=O)N3CCOCC3)cc2NC1=O (centres undefined) | i | i | i | i | i | i | i | -6.0 | i | i | i
CC(=O)Oc1cc(C)cc2oc(=O)cc(-c3ccccc3)c12 | i | i | i | i | i | i | i | -7.3 | i | i | i
Cc1ccsc1/C=N/N1CCN(C2c3ccccc3-c3ccccc32)CC1 | i | i | i | i | i | i | i | -5.0 | i | i | i
Cc1ccc(Cl)c(OCC(=O)N(C)CC(=O)Nc2ccc(N3CCOCC3)cc2)c1 | i | i | i | i | i | i | i | -15.9 | i | i | i
Cc1ccc(CNC(=O)C2COc3ccccc3O2)cc1 (centres undefined) | i | i | i | i | i | i | i | -7.5 | i | i | i
Nc1nc(SCC(=O)c2cccs2)n[nH]1 | i | i | i | i | i | i | i | -13.1 | i | i | i
S=C(Nc1ccc2nsnc2c1)N1CCCCC1 | i | / | / | / | i | / | i | / | / | i | i
COc1cc(C(=O)NCCN2C(=O)S/C(=C\c3ccc(F)cc3)C2=O)ccc1OCC(=O)N1CCOCC1 | i | i | i | i | / | i | / | -9.3 | i | i | i
CC(OC(=O)CCCN=C1NS(=O)(=O)c2ccccc21)C(=O)NC1CCCCC1C (centres undefined) | i | i | i | i | i | i | i | -7.0 | i | i | i
O=C(CN1C(=O)CCS(=O)(=O)c2ccccc21)NCCc1ccccc1 | i | i | i | i | i | i | i | -6.7 | i | i | i
CC(/C=C/C(=O)c1ccc(C)cc1)=C\c1ccccc1 | i | i | i | i | i | i | i | -6.3 | i | i | i
CCCCn1c(N)c(N(CC(C)C)C(=O)c2cccc(S(=O)(=O)N3CCN(C)CC3)c2)c(=O)[nH]c1=O | i | i | i | i | i | i | i | -7.2 | i | i | i
COc1ccc(NC(=O)C(NS(=O)(=O)c2ccc3c(c2)CCCN3C(C)=O)C(C)C)c(OC)c1 (centres undefined) | i | i | i | i | i | i | i | -7.7 | i | i | i
COc1ccc(C(=O)Nc2ccccc2)cc1S(=O)(=O)Nc1cc(C)on1 | i | i | i | i | i | i | i | -8.4 | i | i | i
Cc1ccc(S(=O)(=O)NCCOCCNS(=O)(=O)c2ccc(C)cc2)cc1 | i | i | i | i | i | i | i | -2.4 | i | i | i
CCOc1cc(/C=N/n2cnnc2)ccc1OS(=O)(=O)c1ccccc1 | i | i | i | i | i | i | i | -9.6 | i | i | i
CCN(CC)S(=O)(=O)c1ccc2c(c1)CC(C(=O)N1CCCC1)N2C(C)=O (centres undefined) | i | i | i | i | i | i | i | -5.5 | i | i | i
CCC(=O)Nc1nnc(C)s1 | / | i | i | i | i | i | i | -4.4 | i | / | /
N/C(=N\OC(=O)c1cccc(Cl)c1)c1ccccn1 | i | i | i | i | i | i | i | -2.9 | i | i | i
O=C(O)c1ccc(NCCc2ccc(Cl)cc2)c([N+](=O)[O-])c1 | i | i | i | i | i | i | i | -6.6 | i | i | i
CN(C)CCCN(C(=O)c1cc(Cl)sc1Cl)c1nc2cc3c(cc2s1)OCO3 | i | i | i | i | i | i | i | -17.7 | i | i | i
CCCCCn1c(CN2CCN(C(=O)c3ccco3)CC2)nc2c1c(=O)n(C)c(=O)n2C | i | i | i | i | i | i | i | -8.2 | i | i | i
Cc1cccnc1NC(=O)c1c(O)c2cccc3c2n(c1=O)CCC3 | i | i | i | i | i | i | i | -4.9 | i | i | i
CCN(C(=O)Cn1c(=O)oc2ccccc21)C1CCS(=O)(=O)C1 (centres undefined) | i | i | i | i | i | i | i | -5.1 | i | i | i
Cc1cc(Cl)c(OCCOCCN2CCCC(C)C2)c(Br)c1 (centres undefined) | i | i | i | i | i | i | i | -24.2 | i | i | i
CSc1nnc(CCNS(=O)(=O)c2ccccc2Br)n1C | i | i | i | i | i | i | i | -6.0 | i | i | i
CC1CCN(CCCNC(=O)C2CCN(S(=O)(=O)N3CCCCC3)CC2)CC1 | i | i | i | i | i | i | i | -4.0 | i | i | i

The results go on.
Structure | MrgX1 PAM | KCNQ1 inh | KCNK9 block | KCNQ1 pot | ANO1 activ | RGS4 block | KCNK3 block | hERG rescue | RGS4 act | MrgX1 agonist | ANO1 block
O=C(CSc1nc(-c2ccco2)cc(C(F)(F)F)n1)N1CCN(c2ccc(Cl)cc2)CC1 | i | i | i | i | i | i | i | -5.2 | i | i | i
CC(C)N1CCN(Cc2cccn2-c2nccs2)CC1CCO (centres undefined) | i | i | i | i | i | i | i | -5.9 | i | i | i
CCn1c(=O)c(C(=O)NNS(=O)(=O)c2ccc(NC(=O)OC)cc2)c(O)c2ccccc21 | i | i | i | i | i | i | i | -5.8 | i | i | i
Cc1occc1-c1nnc(SCC(=O)N(C)C)o1 | i | i | i | i | i | i | i | -10.2 | i | i | i
CCOC(=O)C1(CCOc2ccccc2)CCN(Cc2ccncc2)CC1 | i | i | i | i | i | i | i | -8.7 | i | i | i
COc1ccc(Cc2nnc(NC(=O)c3ccc(F)cc3)s2)cc1OC | i | i | i | i | i | i | i | -9.3 | i | i | i
Cc1cccc(Sc2ccc([N+](=O)[O-])cn2)c1 | i | i | i | i | i | i | i | -6.0 | i | i | i
N#Cc1nc(Cc2cccc3ccccc23)oc1NCc1ccc(F)cc1 | i | i | i | i | i | i | i | -10.1 | i | i | 100*
CCN(CC)CC(=O)Nc1sc2c(c1C(=O)c1ccccc1OC)CCC2 | i | i | i | i | i | i | i | -18.9 | i | i | i
